STAT1 act – STAT1 signaling activators, primary screen, cell-based, HTS, luciferase reporter | NIH 3T3 STAT1-luciferase reporter, IFN-gamma, luminescence; 100% = IFN-gamma alone, no compound | activation (% of control), % at 5.5 µM | actives 2.6% (n = 200,000);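 active means activation above the screen-wide mean activation plus 3 SD, cut at about 130% in these data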;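 further: raw ratio to IFN-gamma control signal so 100% means no change and 0% no light; values of inactives mirror those of a sister screen read the other way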
Diaph act CS – compounds boosting diaphorase resazurin reduction – biochemical, uHTS, resorufin fluorescence, counter-screen for diaphorase-coupled primary assays, primary screen; activation factor at 20 µM; AID 1229, 2008; Diaphorase/resazurin coupled assay, 16 min; stronger effect = higher value; 1 = vehicle wells, 0 = NADH-free wells; actives 0.005% (n = 190,000);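 active means diaphorase activity raised at least twofold by the compound at 20 µM; inactive means activation factor below 2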
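Assay system: bacterial diaphorase enzyme (C. kluyveri) / Input: enzyme 0.07 U/mL final / Medium: 50 mM HEPES pH 7.4 with 4.542 mM MgCl2, 0.005% Tween 20 / Doses: single compound dose of 20 µM, 1% DMSO final / Incubation: 16 min enzyme reaction, ambient temperature / Signal: fluorescence, excitation 544 nm and emission 590 nm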
Diaph inh CS – diaphorase inhibitors and chemical oxidizers, primary screen, counter-screen for diaphorase-coupled primary assays, biochemical, uHTS, resorufin fluorescence; diaphorase resazurin-to-resorufin fluorescence, NADH, 16 min; bacterial (C. kluyveri) enzyme, not human; inhibition, % at 20 µM; actives 0.69% (n = 190,000); AID 1217, 2008;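 active means primary screen inhibition at 20 µM above a set limit, cut at about 50% in these data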;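 further: plate controls were DMSO with full reaction for no effect and wells lacking NADH for full effect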
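Benchmarks: positive control wells lacking NADH, neutral wells with DMSO only. System: bacterial diaphorase enzyme (C. kluyveri). Input: 0.14 U/mL diaphorase, enzyme working solution. Detection: resorufin fluorescence, excitation 544 nm, emission 590 nm. Times: 16-min room-temperature incubation before reading.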
NF-kB neuron act – activators of NF-kB expression in neurons, primary screen, cell-based, HTS | AID 1239, 2008 | actives 1.6% (n = 190,000) | fold change at 12.5 µM | human neuronal cells, NF-kB reporter expression; stronger effect = higher value; in the data active means fold change above about 3.3
TLR4 MyD88 comp – inhibitors of TLR4-MyD88 association in cells, primary screen, cell-based, HeLa CL3-4, BLA complementation, FRET ratio; Toll-like receptor 4 (Homo sapiens) + Myeloid differentiation primary response protein …; HeLa CL3-4 TLR4/MyD88 BLA complementation; inhibition, % at 8.4 µM; actives 0.18% (n = 200,000); AID 861, 2007; in the data active means inhibition above about 25%;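 further: 0% = vehicle and 100% = reference inhibitor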
Target sequence (O00206 whole entry, looked up): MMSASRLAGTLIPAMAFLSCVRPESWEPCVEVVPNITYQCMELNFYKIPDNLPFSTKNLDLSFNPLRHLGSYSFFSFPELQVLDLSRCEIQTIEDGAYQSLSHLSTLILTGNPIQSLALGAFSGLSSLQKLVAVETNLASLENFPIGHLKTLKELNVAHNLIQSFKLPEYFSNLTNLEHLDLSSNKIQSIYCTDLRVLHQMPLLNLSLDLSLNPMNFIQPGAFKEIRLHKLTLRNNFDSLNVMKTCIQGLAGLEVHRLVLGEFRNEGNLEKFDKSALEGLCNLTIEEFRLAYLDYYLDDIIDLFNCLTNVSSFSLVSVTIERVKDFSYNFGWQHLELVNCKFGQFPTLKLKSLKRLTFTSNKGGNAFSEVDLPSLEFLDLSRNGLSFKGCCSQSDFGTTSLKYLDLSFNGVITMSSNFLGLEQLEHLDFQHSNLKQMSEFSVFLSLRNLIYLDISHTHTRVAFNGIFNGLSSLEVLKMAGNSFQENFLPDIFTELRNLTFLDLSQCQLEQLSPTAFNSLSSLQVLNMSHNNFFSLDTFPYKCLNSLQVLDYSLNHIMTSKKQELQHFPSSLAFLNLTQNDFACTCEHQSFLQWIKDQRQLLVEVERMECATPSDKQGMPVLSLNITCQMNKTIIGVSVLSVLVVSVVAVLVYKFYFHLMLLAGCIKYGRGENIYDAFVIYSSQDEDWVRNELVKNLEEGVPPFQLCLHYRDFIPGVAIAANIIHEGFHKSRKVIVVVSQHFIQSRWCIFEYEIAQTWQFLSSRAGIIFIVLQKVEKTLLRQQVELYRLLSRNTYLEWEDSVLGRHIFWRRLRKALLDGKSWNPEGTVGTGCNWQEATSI
Target sequence (Q99836 whole entry, looked up): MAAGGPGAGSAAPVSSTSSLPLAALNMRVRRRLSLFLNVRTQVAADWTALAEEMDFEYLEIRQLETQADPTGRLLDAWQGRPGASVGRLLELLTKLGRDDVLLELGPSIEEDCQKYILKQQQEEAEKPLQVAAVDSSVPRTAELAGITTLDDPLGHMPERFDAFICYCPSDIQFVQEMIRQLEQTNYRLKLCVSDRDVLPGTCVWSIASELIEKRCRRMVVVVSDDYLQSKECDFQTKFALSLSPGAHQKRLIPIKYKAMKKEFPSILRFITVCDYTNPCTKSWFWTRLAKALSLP
G6PDH counter – L. mesenteroides G6PDH inhibitors, counter-screen for G6PDH-coupled screening assays, biochemical, Leuconostoc mesenteroides enzyme; glucose-6-phosphate dehydrogenase [Leuconostoc mesenteroides]; Purified L. mesenteroides G6PDH, diaphorase/resazurin coupled fluorescence, 45 min; inhibition, % at 5 µM; actives 0.12% (n = 200,000); in the data active means inhibition above about 50%
APP 5'UTR act – activators of APP 5'UTR luciferase reporter, primary screen, SH-SY5Y cells; SH-SY5Y APP 5'UTR luciferase reporter, luminescence; zero percent = DMSO vehicle wells; activation, % at 2 µM; actives 1% (n = 190,000); AID 1276, 2008;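 active means activation above a set limit, based on mean plus 3 SD of controls, cut at about 140% in these data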; further: values of inactives mirror those of a sister screen read the other way
APP transl inh – inhibitors of APP translation via 5'UTR reporter, primary screen, APP 5'UTR luciferase, SH-SY5Y cells; SH-SY5Y APP 5'UTR-luciferase reporter, luminescence; inhibition, % at 2 µM; actives 0.82% (n = 190,000);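 active means inhibition above a set limit, derived from the sample mean plus 3 SD, cut at about 45% in these data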; further: values of inactives mirror those of a sister screen read the other way
FLuc inh counter – firefly luciferase enzyme inhibitors, primary screen, artefact control for luciferase-based inhibitor screens, biochemical, luminescence, ATPLite | Luciferin 4-monooxygenase (Photinus pyralis), P08659 | inhibition, % at 10 µM | 10 min | actives 1.5% (n = 200,000);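 active means inhibition above about 50% when tested at 10 µM, limit read from the data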
FLuc stim CS – FLuc activators, initial screening, artefact control for FLuc-dependent activation tests, biochemical, ATPlite luminescence; ATPlite luciferase biochemical, 10 min; 0 = ATP-free wells, 1 = DMSO control; Luciferin 4-monooxygenase (Photinus pyralis), P08659; 200,000 tested, under 10 active; AID 1027, 2008; activation factor at 10 µM;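 active means luciferase activation factor, scaled between plate controls, of at least 2 with compound at 10 µM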
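Assay system: Luciferase/luciferin reagent mix; Medium: PBS as buffer for the ATP substrate; Dosing: test compounds dosed from 2 mM stocks in 100% DMSO; Times: 10 min, room temperature; Signal: luminescence from luciferase reaction; Read-out: luciferase activation; Controls: No-ATP low control, compound-free enzyme-plus-ATP high control.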
* = called active by the depositor; nt = no result given.

SMILES	STAT1 act	Diaph act CS	Diaph inh CS	NF-kB neuron act	TLR4 MyD88 comp	G6PDH counter	APP 5'UTR act	APP transl inh	FLuc inh counter	FLuc stim CS
Cc1cc(=O)oc2cc(OCC3CC(c4ccc(N(C)C)cc4)=NO3)ccc12 (centres undefined)	108	0.9	7	1.1	-3	13	-12	12	-1	1
CC(=O)Nc1ccc(NC(=O)Cn2cc3c(n2)CCCC3)cc1	103	0.9	10	0.95	1	-1	-2	2	-1	1
Brc1ccc(-c2cn3c(n2)CCc2ccc4cccnc4c2-3)cc1	96	1.2	-19	0.54	-8	17	8	-8	-4	1
CC(=O)NC(NC(=S)Nc1ccc(N=Nc2ccccc2)cc1)C(Cl)(Cl)Cl (centres undefined)	99	1	2	1.4	-1	6	28	-28	-3	1
CCC(=O)N(Cc1cc2cc(C)c(C)cc2[nH]c1=O)C1CCCCC1	98	0.7	26	0.58	-7	10	-12	12	-4	1
CCOC(=O)CC(=O)Nc1ccccc1C(=O)O	100	1	-4	0.99	5	-2	-9	9	-2	1
CCOc1ccc2nc(SCC(=O)Nc3cc4c(cc3C(C)=O)OCO4)[nH]c2c1	98	0.9	12	1	6	2	5	-5	1	1
Cn1c(N2CCC(C(N)=O)CC2)nc2c1c(=O)n(Cc1cccc(Br)c1)c(=O)n2C	98	0.8	15	0.52	6	2	-1	1	-6	1.1
Cc1ccc(CNC(=O)CCS(=O)(=O)c2ccc(Br)cc2)cc1	98	1	2	1	-3	7	5	-5	-2	1
COc1ccc(C2CC(c3ccc4ccccc4c3)=NN2C(=O)CNC2CCCCC2)cc1 (centres undefined)	97	1.1	-6	0.96	-1	-2	-1	0	-3	1
COc1ccc(Cc2nnc(NC(=O)c3ccc(OC)c(OC)c3)s2)cc1OC	89	1.1	-10	1.1	-6	5	-10	10	-1	1
COc1ccc(Cc2nc(-c3ccncc3)no2)cc1	117	0.9	10	0.55	4	12	42	-42	-1	1
CC1SC(C)C(=O)N(CC(=O)NCc2ccc(F)cc2)C1=O (centres undefined)	100	0.8	19	1.1	-14	-5	4	-4	-7	1.1
Cc1ccc(S(=O)(=O)N(C)CC(=O)N2CCN(C(=O)c3ccco3)CC2)cc1	104	0.8	20	1.1	-3	1	8	-8	-7	1.1
Cc1cccc(NS(=O)(=O)c2cc([N+](=O)[O-])ccc2C)n1	103	0.8	15	0.86	7	12	-16	16	-3	1
Cc1cc(C)c(NC(=O)C2=CCN(S(=O)(=O)c3ccc(F)cc3)CC2)c(C)c1	106	0.9	9	0.9	5	5	15	-15	-3	1
Cn1c(=N)n(CC(=O)c2cccs2)c2ccccc21	134*	1	3	3.9*	4	1	160*	-160	0	1
Cc1ccccc1NC(=O)c1ccccc1	97	0.8	19	0.99	2	-2	2	-2	-2	1
COc1ccc(CC(=O)Nc2ccc(-c3ccc4nnc(C)n4n3)cc2)cc1OC	88	1.1	-10	1.1	7	-6	2	-2	-5	1
COCCCNC(=O)CSc1nc2cc3c(cc2c(=O)n1CCCC(=O)NCc1ccc(OC)cc1)OCO3	101	0.9	13	1	2	2	19	-19	-1	1
COc1ccccc1NCC(=O)N/N=C(\C)c1ccc(Br)s1	94	1	2	1.1	0	5	26	-26	-7	1.1
CCn1c(=O)c2c3c(sc2n(C)c1=O)CCC3	99	0.8	22	1	10	9	22	-22	-2	1
COC(=O)c1ccc(COc2cccc(C)c2C)cc1	103	0.9	7	1.7	10	-2	13	-13	-5	1.1
Cc1sc(NC(=O)c2ccccc2)c(C(c2ccccn2)N2CCN(CCO)CC2)c1C (centres undefined)	101	0.9	13	0.94	-2	31	-11	11	5	1
COc1ccc(-c2nc3n(c(=O)c2C#N)CCS3)cc1	104	1	1	1.1	-6	4	0	0	-2	1
CCc1nnc2c(N(C)C)nc3ccccc3n12	98	0.9	10	1.1	-2	2	11	-11	-6	1.1
CCNc1nc(Oc2ccc(Cl)cc2Cl)cc(C(F)(F)F)n1	94	1	2	1.1	4	33	-3	3	-3	1
COc1ccc(N(CC(=O)Nc2ccc3c(c2)OCCO3)S(=O)(=O)c2c(C)nn(C)c2C)cc1	98	1	5	0.94	-11	7	1	-1	-6	1.1
NC(=O)c1ccc(Oc2ncc(C(F)(F)F)cc2Cl)cc1	106	1	3	1	-9	-5	-1	1	-4	1
COc1cccc(-c2nc3ccccc3c(=O)n2NC(=O)c2cccnc2Cl)c1	110	0.9	11	1.5	1	-1	9	-9	-3	1
COc1ccc(N(C)S(=O)(=O)c2c(C)[nH]c(=O)[nH]c2=O)cc1	96	0.9	9	1.1	-6	-1	nt	nt	-5	1
CCOCCn1c(CN2CCN(CC)CC2)nc2c1c(=O)n(C)c(=O)n2C	94	1	-2	0.94	5	11	18	-18	1	1
CC1=NN(C(=O)c2cccc(Cn3nc(C)c([N+](=O)[O-])c3C)c2)C(O)(C(F)(F)F)C1 (centres undefined)	95	1.1	-8	1.2	-8	7	5	-5	-6	1.1
COc1ccc2cc(/C(C)=N/NC(=O)C3CC3)ccc2c1	147*	1	2	2.4	1	3	67	-67	35	0.6
Cn1c(-c2ccccc2)c(C=O)c2ccccc21	101	0.8	15	1.2	-2	19	2	-2	-3	1
O=C(CO/N=C/c1ccccc1OC(F)F)NCc1cccs1	97	0.8	18	1.2	-7	-7	0	0	-5	1.1

Some of the entries so far, in CSV form:
Molecule,STAT1 act,Diaph act CS,Diaph inh CS,NF-kB neuron act,TLR4 MyD88 comp,G6PDH counter,APP 5'UTR act,APP transl inh,FLuc inh counter,FLuc stim CS
CC(=O)Nc1ccc(NC(=O)Cn2cc3c(n2)CCCC3)cc1,103,0.9,10,0.95,1,-1,-2,2,-1,1
Brc1ccc(-c2cn3c(n2)CCc2ccc4cccnc4c2-3)cc1,96,1.2,-19,0.54,-8,17,8,-8,-4,1
CC(=O)NC(NC(=S)Nc1ccc(N=Nc2ccccc2)cc1)C(Cl)(Cl)Cl (centres undefined),99,1,2,1.4,-1,6,28,-28,-3,1

In the list so far, 3 contain an NH in an aromatic ring:
SMILES	STAT1 act	Diaph act CS	Diaph inh CS	NF-kB neuron act	TLR4 MyD88 comp	G6PDH counter	APP 5'UTR act	APP transl inh	FLuc inh counter	FLuc stim CS
CCC(=O)N(Cc1cc2cc(C)c(C)cc2[nH]c1=O)C1CCCCC1	98	0.7	26	0.58	-7	10	-12	12	-4	1
CCOc1ccc2nc(SCC(=O)Nc3cc4c(cc3C(C)=O)OCO4)[nH]c2c1	98	0.9	12	1	6	2	5	-5	1	1
COc1ccc(N(C)S(=O)(=O)c2c(C)[nH]c(=O)[nH]c2=O)cc1	96	0.9	9	1.1	-6	-1	nt	nt	-5	1

More compounds follow:
SMILES	STAT1 act	Diaph act CS	Diaph inh CS	NF-kB neuron act	TLR4 MyD88 comp	G6PDH counter	APP 5'UTR act	APP transl inh	FLuc inh counter	FLuc stim CS
COc1cccc(CC2(CO)CCCN(Cc3ccc(-c4ccco4)cc3)C2)c1 (centres undefined)	95	0.7	29	1.1	0	11	21	-21	-5	1.1
Cn1cccc1C(=O)OCC(=O)NC1CCS(=O)(=O)C1 (centres undefined)	101	0.9	15	1	-7	0	15	-15	-3	1
COc1ccccc1NC(=O)c1ccc2nc(N3C(=O)CCC3=O)sc2c1	96	0.9	7	1.1	-1	10	0	0	-2	1
CCCc1nnc(SCC(=O)N2CCCC2)n1Cc1ccco1	98	1.1	-9	1.1	-1	17	23	-23	-4	1
Cc1cc(N=Cc2cc(Cl)ccc2O)no1	97	0.9	12	1.1	4	-6	6	-6	-4	1
Cn1cc(Br)c(C(=O)NNC(=O)c2cccc(Br)c2)n1	99	1.1	-7	1.4	2	5	2	-2	0	1
CCOC(=O)c1c(C)c(C(=O)Nc2ccccc2)c(C)n1CC	105	0.8	16	1.9	0	-29	23	-23	-3	1
COc1cc(/C=C2\SC(=S)N(CCC(=O)Nc3ccccc3)C2=O)cc(OC)c1OC	104	0.9	9	0.97	-13	16	12	-12	3	1
COc1ccccc1Oc1ccc(N/C=C/C(=O)c2ccc(C)o2)cc1	132*	0.9	13	1.7	-1	-1	93	-93	16	0.8
O=C(C[n+]1ccccc1)Nc1cc(C(F)(F)F)ccc1Cl	93	1	1	1.6	-10	10	-8	8	-4	1
CCCCn1c(SCC(=O)N2CCOCC2)nnc1-c1cccs1	97	1	0	1.1	7	18	-2	2	0	1
O=[N+]([O-])c1nn(-c2ccc3c(c2)OCCO3)n(O)c1=Nc1ccccc1	59	0.9	8	0.36	-2	7	-38	38	10	0.9
O=C(CCc1nnc(Cc2cccc(C(F)(F)F)c2)o1)NCC(F)(F)F	105	nt	nt	1.4	-2	21	4	-4	-10	1.1
COc1ccc(NC(=O)Cn2nnc(-c3ccccc3F)n2)cc1Cl	99	0.8	19	1	0	-19	-8	8	-6	1.1
CSc1nnc(Cc2sc(-c3ccccc3)nc2-c2ccccc2)o1	105	0.9	12	1.2	-2	8	-6	6	1	1
O=C(Nc1nc2c(ccc3ccccc32)s1)c1cc([N+](=O)[O-])ccc1N1CCOCC1	131*	1.1	-10	1.2	-4	12	20	-20	0	1
Cc1ccc(CCNC(=O)C2CCCN(C(=O)c3cc4sccc4n3C)C2)cc1 (centres undefined)	97	0.7	28	0.97	-5	-6	-9	9	-8	1.1

Screening data: PubChem, several laboratories
